LYPLA1 counter – LYPLA1 (human) inhibition in PME1 counter-screen | actives 0.16% (n = 320,000) | inhibition, % at 5.9 µM | O75608 | recombinant LYPLA1, FP-Rh probe fluorescence polarization | AID 2174;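 active means inhibition above the mean of all tested compounds plus 3 SD, set per campaign, cut at about 14% in these data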;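 further: inhibitors block serine hydrolase probe labeling of LYPLA1 so polarization falls; 0% = enzyme with DMSO and 100% = wells lacking LYPLA1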
PAFAH1B2 inh – PAFAH1B2 (human) inhibition. inhibition, % at 3.39 µM. recombinant PAFAH1B2, FP-rhodamine activity probe, fluorescence polarization. actives 1.2% (n = 340,000). P68402;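 active means inhibition above the mean of all tested compounds plus 3 SD, cut at about 24% in these data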;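 further: 0% = enzyme with DMSO and 100% = wells lacking PAFAH1B2; many of its hits are not listed in these tables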
PREPL inhibitor – inhibits the human prolyl oligopeptidase-like enzyme | Q4J6C6 | actives 0.68% (n = 320,000) | recombinant PREPL, fluorescence polarization activity-based probe | inhibition, % at 5.96 µM; in the data active means inhibition above about 43%;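 further: 0% = enzyme with DMSO and 100% = wells lacking enzyme; many of its hits are not listed in these tables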
Target sequence (Q4J6C6 whole entry, looked up): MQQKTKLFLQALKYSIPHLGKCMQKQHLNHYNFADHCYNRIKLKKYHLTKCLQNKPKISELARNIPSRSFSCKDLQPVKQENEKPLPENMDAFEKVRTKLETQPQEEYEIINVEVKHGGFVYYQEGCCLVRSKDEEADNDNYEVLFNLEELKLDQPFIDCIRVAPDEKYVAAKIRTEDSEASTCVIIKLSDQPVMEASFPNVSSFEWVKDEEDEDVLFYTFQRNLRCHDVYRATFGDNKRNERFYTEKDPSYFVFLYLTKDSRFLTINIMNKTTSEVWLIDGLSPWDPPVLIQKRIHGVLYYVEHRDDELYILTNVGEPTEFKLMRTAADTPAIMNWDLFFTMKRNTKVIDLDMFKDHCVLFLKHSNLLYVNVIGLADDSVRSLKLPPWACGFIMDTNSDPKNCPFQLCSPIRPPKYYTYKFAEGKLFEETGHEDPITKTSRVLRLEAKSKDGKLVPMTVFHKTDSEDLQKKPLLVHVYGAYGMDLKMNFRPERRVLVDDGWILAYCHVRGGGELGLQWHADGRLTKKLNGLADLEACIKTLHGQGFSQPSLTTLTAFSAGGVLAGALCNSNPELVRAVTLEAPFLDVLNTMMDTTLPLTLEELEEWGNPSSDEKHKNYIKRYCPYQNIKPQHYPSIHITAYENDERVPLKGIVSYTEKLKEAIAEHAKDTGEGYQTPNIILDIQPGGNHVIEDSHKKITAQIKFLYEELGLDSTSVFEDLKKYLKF
LYPLA2 counter – blocks human lysophospholipase 2, a PME1 counter-screen; O95372; actives 0.38% (n = 320,000); recombinant LYPLA2, FP-Rh probe fluorescence polarization; inhibition, % at 5.9 µM; AID 2177;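 active means inhibition above the screen-wide mean plus 3 SD, limit set per campaign, cut at about 26% in these data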;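 further: 0% = LYPLA2 with DMSO and 100% = wells lacking LYPLA2 enzyme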
PAD4 FP inh – PAD4 (human) enzyme inhibition; Q9UM07; actives 0.41% (n = 330,000); recombinant PAD4, RCA probe fluorescence polarization; inhibition, % at 6.36 µM; AID 485272;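 active means percent inhibition above a cutoff equal to the mean of all tested compounds plus 3 SD, cut at about 15% in these data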;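 further: 0% = PAD4 with RCA probe and DMSO and 100% = probe without PAD4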
PAFAH1B3 inh – blocks human PAF acetylhydrolase 1B catalytic subunit 3; Q15102; recombinant PAFAH1B3, FP-rhodamine probe, fluorescence polarization; inhibition, % at 3.39 µM; actives 0.28% (n = 340,000); AID 492972;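 active means inhibition above the screen-wide average of all tested compounds plus 3 SD, cut at about 25% in these data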;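 further: 0% = enzyme with DMSO only and 100% = wells lacking PAFAH1B3 protein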
Target sequence (Q15102 whole entry, looked up): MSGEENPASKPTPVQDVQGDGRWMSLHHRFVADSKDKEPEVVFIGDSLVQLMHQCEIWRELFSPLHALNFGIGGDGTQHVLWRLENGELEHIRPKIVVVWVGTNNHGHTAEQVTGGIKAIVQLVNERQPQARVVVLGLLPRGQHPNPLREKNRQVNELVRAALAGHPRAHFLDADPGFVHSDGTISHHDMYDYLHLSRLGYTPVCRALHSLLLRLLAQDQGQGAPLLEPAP
PME-1 inh – blocks human protein phosphatase methylesterase 1 | Q9Y570 | recombinant PME-1, FP-Rh probe fluorescence polarization | inhibition, % at 5.9 µM | actives 0.53% (n = 320,000);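 active means inhibition above the campaign mean of all compounds plus 3 SD, cut at about 26% in these data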;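 further: competitive labeling of PME-1 active site by serine hydrolase directed probe; 0% = PME-1 with DMSO and 100% = wells lacking PME-1 enzyme; inhibitors block probe labeling so polarization falls and inhibition rises; many of its hits are not listed in these tables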
GSTO1 inh – GSTO1 inhibition, counter-screen for RBBP9 inhibitors; P78417; recombinant GSTO1, activity-based probe fluorescence polarization; inhibition, % at 5.96 µM; actives 1.1% (n = 300,000);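 active means inhibition above the campaign mean inhibition plus 3 SD, cut at about 35% in these data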;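 further: 0% = GSTO1-1 with DMSO and 100% = wells lacking GSTO1-1 enzyme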
pPAFAH inh – inhibitors of human plasma PAF acetylhydrolase (pPAFAH). Q13093. recombinant pPAFAH, FP-rhodamine probe fluorescence polarization. inhibition, % at 3.39 µM. actives 1.5% (n = 330,000);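 active means inhibition above the mean inhibition across the screen plus 3 SD, cut at about 25% in these data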;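 further: inhibitors block binding of the rhodamine activity-based probe so polarization drops; 0% = enzyme with DMSO and 100% = wells lacking pPAFAH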
* hit, by the source's call; . = not tested or not shown. An excerpt; the hit share may differ from the screen's.

SMILES | LYPLA1 counter | PAFAH1B2 inh | PREPL inhibitor | LYPLA2 counter | PAD4 FP inh | PAFAH1B3 inh | PME-1 inh | GSTO1 inh | pPAFAH inh
CCC(=O)Nc1cc(C(=O)O)ccc1Sc1ccccc1 | -1 | 7 | 7 | 1 | 2 | 1 | -5 | 0 | 8
Cn1c(C(=O)O)c(CC(=O)Nc2ccccc2F)c2ccccc21 | 0 | 7 | 3 | -2 | -2 | 6 | 5 | -6 | 4
CCC1=NN2C(=N)/C(=C\c3cccn3-c3ccc(C)cc3C)C(=O)N=C2S1 | 1 | -1 | -3 | -3 | -5 | -1 | -7 | -26 | 12
O=C(NNc1ccc(-c2csnn2)cc1)c1cc(Cl)cc(Cl)c1 | -1 | . | 0 | -5 | 1 | . | 1 | 0 | -4
CCN(CC)S(=O)(=O)c1ccc(NC=C(C#N)C#N)cc1 | 1 | 3 | -4 | 8 | 3 | 6 | 0 | 4 | 1
COc1ccc(CNC(=S)Nc2cccc(C)c2)cc1 | -1 | 7 | -19 | 6 | 2 | 12 | -1 | -1 | 2
C=CCc1ccccc1OCC(O)CN1CCN(c2ccc(C)cc2)CC1 (configuration not stated) | 1 | -8 | 10 | 3 | 4 | 3 | -2 | 3 | 0
CCOC(=O)c1c(C)nc2sc(C(N)=O)c(N)c2c1-c1ccccc1 | -1 | -4 | 17 | -1 | 1 | -2 | -2 | 10 | 0
c1ccc(CO/N=C(\c2ccc(C3CC3)nc2)C2CC2)cc1 | -3 | 5 | -7 | -3 | 0 | -1 | 2 | 13 | 7
O=C(NCc1cccnc1)c1csc2c1CCCC2 | 1 | -2 | 6 | -2 | 0 | 0 | 4 | -1 | 2
Cc1ccc(NC(=O)NNC(=O)COc2ccc3ccccc3c2)cc1 | -7 | 1 | 7 | -4 | -3 | 2 | -6 | 6 | -3
COc1ccc(NC(=O)C2CCCN(c3cnccn3)C2)c(OC)c1 (configuration not stated) | 0 | 7 | 11 | 6 | -1 | 10 | -2 | 6 | 1
Cn1nc(C(=O)Nc2ccc(S(=O)(=O)NCc3ccco3)cc2)c2ccccc2c1=O | -2 | . | 22 | 2 | 2 | . | 1 | -13 | -3
CCn1nc(NC(=O)C(C)C)c2cc3cccc(C)c3nc21 | 1 | 1 | 17 | -1 | -2 | 2 | 5 | -1 | 7
Cc1ccc(-c2nc3ccccc3c(=O)o2)cc1 | 0 | -2 | -7 | -4 | 1 | 4 | -6 | -6 | -8
O=C1C=C(N2CCOCC2)CCC1 | -4 | -3 | 7 | 2 | 3 | 5 | 6 | 1 | 7
CCC(=O)Nc1ccc(C(=O)NNC(=O)C(c2ccccc2)c2ccccc2)cc1 | 0 | 3 | -3 | 2 | 1 | 1 | -4 | -2 | -3
CC(=O)C1=C(O)C(=O)N(c2ccc(O)cc2)C1c1cccc(F)c1 (configuration not stated) | 2 | 6 | -3 | -6 | 2 | 16 | 1 | -1 | -3
CC(=O)c1cccc(NC(=O)CCCNC(=O)c2ccc(Cl)cc2)c1 | 1 | 1 | -5 | -3 | 0 | 10 | 4 | 2 | 2
O=C(CSC1=NC2(CCCCC2)N=C1c1ccccc1)Nc1ccc2c(c1)OCCO2 | -5 | 1 | 10 | -6 | 6 | 5 | 0 | 1 | 9
Cc1cccc2sc(NC(=O)CN(C)S(=O)(=O)c3ccc(Br)s3)nc12 | -26 | 1 | -45 | -53 | -5 | 3 | -35 | -13 | 2
CC(=O)c1ccc(NC(=O)Nc2sc(NS(=O)(=O)c3ccccc3)nc2C)cc1 | 0 | 7 | -3 | 1 | -2 | 5 | 1 | -1 | 10
CCOC(=O)c1c(C)nc2ccccn12 | 1 | -1 | 13 | 3 | 0 | 0 | -3 | -2 | 1
CC(=O)Nc1nc(SCCCc2ccccc2)n[nH]1 | 4 | 7 | -11 | 11 | -5 | -2 | -6 | -2 | 5
COC(=O)c1ccc2c(c1)NC(=O)C1CCCN21 (configuration not stated) | -5 | . | 6 | -5 | -4 | . | -7 | 27 | 0
COc1cc(/C=C/C(=O)OCC(=O)Nc2oc(C)c3c(C)n[nH]c(=O)c23)ccc1OC(F)F | -5 | -4 | 23 | -2 | 0 | 10 | -2 | 18 | 3
COc1ccc(Cn2nnc(C(=O)Nc3ccc(F)cc3)c2N)cc1 | 4 | 0 | -3 | 8 | 4 | 6 | 3 | 7 | 1
Cc1nn(-c2ccccc2)nc1CNC(=O)C(C)Cc1ccccc1 (configuration not stated) | 0 | 1 | 10 | -1 | -1 | -6 | 5 | 4 | -2
C=CCNC(=S)N/N=C/c1ccc(-c2ccc(Cl)cc2Cl)o1 | 0 | -2 | -3 | -1 | 1 | 8 | -7 | 0 | 4
CCS(=O)(=O)CCSC1OC(COC(C)=O)C(OC(C)=O)C(OC(C)=O)C1OC(C)=O (configuration not stated) | -1 | -3 | 2 | -1 | -4 | 1 | -3 | 8 | 12
Cc1c(C(C)C[C@H](C)O)oc(=O)c2c1Oc1c(C)c(C(C)C[C@H](C)O)oc(=O)c1C2 (some centres not stated) | 1 | -1 | 7 | -1 | 2 | 7 | 2 | . | 0
COC(=O)c1sc(S(=O)(=O)NCCC(=O)O)c(C(=O)OC)c1C | -4 | 3 | -2 | -6 | -2 | 3 | 4 | 10 | -2
COc1ccc(C(=O)Nc2ccc(S(=O)(=O)Nc3cnc4ccccc4n3)cc2)cc1 | -5 | 1 | -5 | -4 | -1 | 3 | -6 | -5 | 1
Cc1ccc(S(=O)(=O)N2CCN(C(=O)COC(=O)c3ccc([N+](=O)[O-])o3)CC2)c(C)c1 | 2 | 5 | 18 | 4 | -13 | 3 | -6 | . | 7
COc1ccc2c(c1)C(=NNc1ccc(C(=O)O)cc1)c1cc(OC)ccc1-2 | 28* | 11 | 27 | 37* | -3 | 27* | -34 | 7 | 31*
COc1cc(CNCc2ccc(Br)cc2)cc(OC)c1 | 2 | 8 | -14 | 10 | -1 | 7 | 0 | 2 | 6
O=[N+]([O-])c1cc(S(=O)(=O)NC2=NCCCCC2)ccc1NCC1CCCCC1 | 2 | 8 | 5 | 14 | 2 | 8 | 2 | -3 | 1
COC(=O)c1ccc(C(=O)OC)c(NC(=O)CN2CCN(c3ccc(OC)cc3)CC2)c1 | -1 | -1 | 33 | -3 | -6 | 9 | -1 | -3 | 6
CCOC(=O)C(=O)Nc1ccc(OC)c(Cl)c1 | -2 | 1 | 0 | -4 | -3 | 9 | -2 | 15 | -2
OC(COc1cccc2ccccc12)CN1CCN(c2ccccc2)CC1 (configuration not stated) | 2 | -2 | 31 | 4 | -3 | 5 | -2 | 6 | 3
CN(C(=O)c1ccc(NC(=O)Cc2ccc(NC(=O)C3CCN(C(=O)CCc4ccccc4)CC3)cc2)cc1)C1CC1 | 1 | 2 | 11 | 2 | 0 | -6 | -6 | . | -2
COc1ccc2c(c1)[C@H]1[C@H](CO2)[C@H](c2ccccc2)[C@]2(C)C(=O)Nc3ccc(F)cc3C(=O)N12 | . | -4 | 3 | . | 0 | -5 | . | . | 1
O=C1C2CCCN2C(c2ccc(F)cc2)N1c1nccs1 (configuration not stated) | 0 | 4 | -1 | -3 | -2 | 4 | 0 | 11 | 2
O=C(O)CCn1nnc(-c2cccs2)n1 | 4 | -1 | 9 | 0 | -3 | -2 | -4 | -4 | -5
CC1(C)CC(CCNC(=O)c2ccc(-n3cnnn3)cc2)CC(C)(C)N1 | 0 | 9 | -12 | 5 | -4 | 11 | -2 | 3 | 0
COC(=O)C1CCN(C2=C(NS(=O)(=O)c3ccc(Cl)cc3)C(=O)c3ccccc3C2=O)CC1 | 5 | 8 | 7 | 5 | -2 | 7 | 10 | 28 | 12
N#Cc1ccc(Oc2cccc(C(=O)O)c2)cc1C#N | 1 | 5 | -7 | -1 | -1 | 5 | 3 | 4 | -1
Nc1c(C(=O)Nc2ccccc2F)sc2nc(-c3ccco3)ccc12 | -10 | -3 | 16 | -11 | -11 | 3 | 37* | -4 | 31*
CNC(=S)N/N=C/c1c(C)nn(-c2ccccc2)c1Cl | -8 | 1 | -7 | 0 | -5 | 3 | 0 | 3 | 1
Cc1cccc(/C=N/c2sc3c(c2C(=O)OC(C)(C)C)CCN(C)C3)c1O | -3 | -3 | 4 | -9 | -3 | -2 | -3 | 1 | 0
NC(=O)NNC1=Nc2cccc3cccc1c23 | 3 | 8 | 19 | 7 | 3 | 17 | 3 | 24 | 3
Cc1nc2cc(-c3ccc(F)cc3)[nH]n2c(=O)c1C | 2 | 6 | 9 | -2 | 1 | 6 | -4 | 3 | 1
Cc1nnc(SCc2ccc(Cl)cc2Cl)[nH]c1=O | -3 | 27* | -3 | -3 | 0 | 6 | 3 | -19 | 21
Cn1nc(C(=O)NCc2cccc(Cl)c2)c2c1-c1ccccc1S(=O)(=O)C2 | -6 | 4 | 2 | 1 | 0 | 1 | 5 | -13 | 5
CC(=O)Nc1nc2c(F)cccc2s1 | 0 | 1 | 2 | 1 | 2 | 4 | 2 | 3 | -3
COc1ccc2cc3c(N)nn(C(=O)Cc4c[nH]c5ccccc45)c3nc2c1 | -6 | 3 | 35 | 0 | -15 | -1 | 9 | -13 | 6
COc1ccccc1N1CCN(C(=O)c2ccc(NS(=O)(=O)c3ccc(C)cc3)cc2)CC1 | 2 | 9 | 8 | 3 | -1 | 12 | -1 | 0 | 3
O=C(O)C1C2C=CC(C2)C1C(=O)NCc1cccs1 (configuration not stated) | -1 | 3 | -3 | 0 | -2 | -1 | -5 | -9 | 2
Cc1ccc(NC(=O)COC(=O)CCNS(=O)(=O)c2c(Cl)cccc2Cl)cc1 | . | -3 | 0 | . | 0 | 7 | . | . | 5
CC(=O)NC(CCS(C)(=O)=O)C(=O)Nc1ccc2c(c1)OCCO2 (configuration not stated) | -2 | 6 | 2 | -2 | 2 | 5 | 3 | -4 | 1

Further results follow.
SMILES | LYPLA1 counter | PAFAH1B2 inh | PREPL inhibitor | LYPLA2 counter | PAD4 FP inh | PAFAH1B3 inh | PME-1 inh | GSTO1 inh | pPAFAH inh
O=C(O)c1ccc(CS(=O)(=O)c2cccc(C(F)(F)F)c2)o1 | 0 | 3 | 16 | -1 | -1 | 0 | 1 | 0 | 5
Fc1cccc(NCCc2c[nH]c3ccccc23)n1 | -2 | 4 | -4 | -9 | 2 | 10 | 0 | -2 | 0
O=C(c1c[nH]c2ccccc12)C(Cl)c1ccccc1 (configuration not stated) | -4 | 4 | -2 | 1 | -3 | 14 | -2 | 16 | -1
CC(C)(C)n1nnnc1C(c1ccc(Cl)cc1)N(Cc1cccnc1)Cc1ccco1 (configuration not stated) | 5 | 4 | 12 | 5 | -7 | 3 | 12 | -2 | 6
O=S(=O)(c1ccc(NCCOc2ccccc2)nc1)N1CCCC1 | -2 | -4 | -1 | -1 | 2 | -3 | 7 | . | -5
CC(=NC1CC1)c1c(-c2ccccc2)[nH]n(-c2nc3ccccc3s2)c1=O | -3 | 5 | 1 | -7 | 5 | 0 | -8 | -1 | 6
Cc1ccc(NC(=O)c2ccc(S(=O)(=O)N3CCCC3)cc2)cc1 | -3 | 4 | 2 | -2 | 2 | -4 | -2 | 1 | -2
COC(=O)CC1C(=O)NCCN1C(=O)c1ccc(S(=O)(=O)N2CCOCC2)cc1 (configuration not stated) | -2 | 0 | 27 | -1 | 0 | 6 | 0 | 14 | 1
